Compound activity from PubChem.
pCIP destab – lowers stability of the mouse p/CIP coactivator protein | F442A p/CIP-EGFP cells, EGFP fluorescence, 16 h | decrease of EGFP signal, % at 10 µM | hit rate 0.01% among 290,000;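 active = EGFP signal decrease of at least 30% at 10 µM or well 3 SD below plate mean, unless failing retest; inactive = the rest, including hits failing retest or dose response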; note: some compounds called inactive have numbers as strong as hits; many of its hits are not listed in these tables
NALP1 inh – NALP1 inhibition. S. cerevisiae NALP1/ASC/caspase-1 growth, X-gal OD620, 72 h. inhibition, % at 10 µM. hit rate 0.61% among 280,000. AID 2071; in the data active = inhibition mostly above about 24%, no sharp cut-off; inactive = mostly below about 32%; note: some compounds called inactive have numbers as strong as hits
MEKK2 mut-MEK5 – signal of MEK5 binding to mutant human MEKK2 PB1 domain | bead flow cytometry, Alexa488-MEK5 binding to MEKK2 mutant | percent response, % at 10 µM | hit rate 0.35% among 290,000; in the data active = percent response above about 24%, passing the limit was not always enough; note: inactives centre near 1; some results filed as inactive read as strong as hits; reference of the scale not given here
MEKK3 PB1 HTS – MEKK3-MEK5 PB1 interaction, increase or decrease; Q99759; bead-based flow cytometry, Alexa488-MEK5 binding to MEKK3; actives lie on both sides; 0 = blocked by unlabeled MEK5, 100 = vehicle; binding response (% of control), % at 10 µM; hit rate 1.4% among 290,000; AID 1529;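 active = binding response more than 3 SD above or below the average of its plate-row segment, actives on both sides; inconclusive = wells at one plate position flagged as instrument error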;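 note: Alexa488 bead fluorescence after subtracting the streptavidin-only scavenger bead signal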
IDE inh – inhibitors of human insulin-degrading enzyme in cells; hit rate 0.41% among 320,000; inhibition, % at 5.59 µM; HEK cells, FAbetaB cleavage, fluorescence polarization; AID 434962;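 active = percent inhibition above the average of all tested compounds plus 3 SD, set per screening campaign, cut at about 16% in these data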;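 note: IDE supplied by intact live HEK cells; FP after avidin binding of uncleaved biotin substrate so inhibition keeps polarization high; 0% = DMSO wells and 100% = 60 µM reference IDE inhibitor Ii1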
Target sequence (P14735 whole entry, looked up): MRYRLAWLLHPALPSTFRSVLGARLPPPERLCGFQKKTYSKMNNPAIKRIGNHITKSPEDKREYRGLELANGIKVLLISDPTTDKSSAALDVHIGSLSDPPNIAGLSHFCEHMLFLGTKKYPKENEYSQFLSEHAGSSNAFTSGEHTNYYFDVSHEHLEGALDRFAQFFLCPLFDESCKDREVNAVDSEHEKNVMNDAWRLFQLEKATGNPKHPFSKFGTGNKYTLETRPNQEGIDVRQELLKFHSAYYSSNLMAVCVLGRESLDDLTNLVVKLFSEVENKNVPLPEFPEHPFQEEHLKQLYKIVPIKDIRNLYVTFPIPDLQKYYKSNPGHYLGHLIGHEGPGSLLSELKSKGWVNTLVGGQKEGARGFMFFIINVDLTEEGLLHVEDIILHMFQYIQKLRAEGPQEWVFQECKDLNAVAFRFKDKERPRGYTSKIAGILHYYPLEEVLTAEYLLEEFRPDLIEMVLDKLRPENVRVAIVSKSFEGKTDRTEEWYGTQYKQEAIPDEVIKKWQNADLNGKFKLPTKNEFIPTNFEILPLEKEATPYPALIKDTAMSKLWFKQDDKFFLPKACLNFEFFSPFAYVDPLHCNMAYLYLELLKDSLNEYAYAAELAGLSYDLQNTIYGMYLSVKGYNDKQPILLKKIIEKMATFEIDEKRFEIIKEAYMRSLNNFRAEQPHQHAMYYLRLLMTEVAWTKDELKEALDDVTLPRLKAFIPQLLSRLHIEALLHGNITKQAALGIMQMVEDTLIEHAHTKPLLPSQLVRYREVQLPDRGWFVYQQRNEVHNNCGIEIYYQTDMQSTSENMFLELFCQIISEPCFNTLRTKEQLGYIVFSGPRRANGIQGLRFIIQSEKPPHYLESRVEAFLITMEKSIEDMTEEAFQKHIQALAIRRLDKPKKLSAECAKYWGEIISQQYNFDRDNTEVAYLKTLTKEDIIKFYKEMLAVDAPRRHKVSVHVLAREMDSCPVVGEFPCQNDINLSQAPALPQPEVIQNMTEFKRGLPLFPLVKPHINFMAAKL
UBC9 SUMO inh – blocks human SUMOylation mediated by UBC9; HTRF SUMOylation assay, SAE1/SAE2 + UBC9, in vitro; hit rate 0.36% among 290,000; inhibition, % at 35 µM; P63279; in the data active = inhibition above about 50%, passing the limit was not always enough; inconclusive = no clear call, values can overlap the other calls; note: strong numbers were not always called active
MEKK2wt PB1 HTS – raises or lowers MEK5 binding to wildtype human MEKK2 PB1 domain | Q9Y2U5 | bead flow cytometry, Alexa488-MEK5 binding to MEKK2 WT; actives lie on both sides | binding response (% of control), % at 10 µM | hit rate 1.1% among 290,000 | AID 1531; in the data active = binding response below about 67% or above about 130%; inconclusive = no clear call, values can overlap the other calls; inactive = in between
IDE act – boosts human insulin-degrading enzyme activity in HEK cells. activation, % at 5.96 µM. hit rate 0.073% among 340,000. FAbeta-B cleavage, fluorescence polarization; 0% vehicle, 100% cell-free pure enzyme wells;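 active = activation above the mean of all tested compounds plus 3 SD, set per screening campaign, cut at about 17% in these data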
PfM18AAP inh – PfM18AAP enzyme inhibition; recombinant PfM18AAP, H-Glu-NHMec fluorogenic cleavage; inhibition, % at 7.35 µM; hit rate 1.2% among 290,000;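 active = inhibition above the campaign mean inhibition over all tested compounds plus 3 SD, cut at about 28% in these data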;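 note: 0% = plate median of test compound wells and 100% = 2 mM ZnCl2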
Numbers without * were called inactive; ? = inconclusive; . = not tested or not shown; & = joins results of further samples; ! = not active in a repeat; [ ] = another dose, or the depositor's remark.

SMILES	pCIP destab	NALP1 inh	MEKK2 mut-MEK5	MEKK3 PB1 HTS	IDE inh	UBC9 SUMO inh	MEKK2wt PB1 HTS	IDE act	PfM18AAP inh
O=C(Cc1ccccc1)N1CCN(CCCc2ccccc2)CC1	-12	3	11	108	.	4	106	6	0
CN1CC[C@]2(c3cccc(O)c3)Cc3nc4ccccc4cc3C[C@H]2C1	4	9	3&-15	62*![inhibitor]	.	28	114&78	.	-3
CC(=O)NC(C)Cc1ccccc1 (stereo unspecified)	-7	-25	-2	102	3	8	104	2	15
CCC(=O)c1c(O)n(C2CCCCCC2)c(=O)[nH]c1=O	-13	-11	-2	92	6	19	97	1	9
CN1C(=O)C(C2c3ccccc3C(=O)N2Cc2ccc([N+](=O)[O-])cc2)C(=O)N(C)C1=O (stereo unspecified)	-5	13	-5	99	-1	39	98	-3	-2
CN1C2CCC1CC(OC(=O)CCN1CCCC1)C2 (stereo unspecified)	-10	8	10	87	0	25	109	10	-5
CCCCC/C=C\C/C=C\C/C=C\C/C=C\CCCC(=O)Nc1ccc(O)cc1	-12	5	2&-2	105&99	1	3	104&96	.	12
CCCOc1ccc(C(=O)NC(=S)N2C[C@H]3C[C@H](C2)c2cccc(=O)n2C3)cc1	-8	-2	3	106	8	6	105	2	18
C=CC(C)C(C(=O)c1ccccc1)N(C)C (stereo unspecified)	-16	18	-12	100	-1	10	94	-1	-2
COc1cccc(C(=O)C2CCCN(Cc3cccc4c3OCO4)C2)c1 (stereo unspecified)	-8	13	-5	100	0	5	97	-4	3
Cc1cc(/C=C2\C(=O)NC(=O)N(C)C2=O)c(C)n1-c1ccc2c(c1)OCO2	-8	8	2	105	2	34	109	-4	16
Cc1ccc(-n2c(O)c(C=NC3CCCC3)c(=O)[nH]c2=O)c(C)c1	17	7	-3	95	1	13	98	3	-1
Oc1ccc2c3c1O[C@H]1c4[nH]c5ccccc5c4C[C@@]4(O)C(C2)N(CC2CC2)CC[C@]314	-2	7	6&15	101&102	-5	4	117&119	.	9
COc1ccc(OC)c(N2Cc3ccccc3C2=N)c1	-6	10	-5	96	1	3	95	0	-12
C=CCn1c(O)c(C(C)=NCCCn2ccnc2)c(=O)[nH]c1=O	-4	-6	2	99	-1	19	100	0	4
COc1cccc(CN2CCCCC2c2cccnc2)c1 (stereo unspecified)	-9	34	0	103	6	21	102	2	0
CC(=NCc1ccc2c(c1)OCO2)c1c(O)[nH]c(=O)[nH]c1=O	0	13	2	100	-3	0	103	1	3
O=C(c1c[nH]c2ccc(S(=O)(=O)N3CCOCC3)cc2c1=O)N1CCC2(CC1)OCCO2	4	-8	1	100	1	-2	98	9	7
O=P(Oc1ccccc1)(Oc1ccccc1)N1CCN(c2ccc(F)cc2)CC1	-4	1	-20	88	2	-2	92	-1	-4
O=C(c1ccc(C(F)(F)F)cc1)C1CCCN(Cc2ccncc2)C1 (stereo unspecified)	-25	28	-8	104	1	25	96	4	0
O=c1[nH]c(=O)n(-c2ccc(F)cc2)c(O)c1C=Nc1ccccc1N1CCCC1	-21	1	13	109	3	?	102	0	1
CCOC(=O)C1=C(C)OC(N)=C(C#N)C12C(=O)N(C)c1ccccc12 (stereo unspecified)	-1	12	-3	97	7	-6	96	3	4
COc1ccccc1N(CC(=O)NC1CCCCC1)C(=O)c1cnn(C(C)C)c1	-17	-85	-4	101	4	19	99	5	0
CSc1ccc(C(=O)C2CCCN(Cc3cnc(SC)nc3)C2)cc1 (stereo unspecified)	-7	4	-6	106	-3	6	105	3	-6
COC(=O)c1cn(C(=O)c2cccc3ccccc23)c2ccccc12	-1	.	-11	89	-1	10	87	3	5
Cc1cccc(C)c1NC1=NCCCCS1	-7	18	-5	96	0	4	97	5	1
CC(C)c1oc(=O)cc2c1[C@@H](O)[C@H]1OC(=O)[C@@]3(C)CC[C@@H](O)[C@@]2(C)C13 (stereo partly specified)	-10	33	3	111	0	15	99	5	-8
Cc1cccc(NP(=O)(Oc2ccccc2F)Oc2ccccc2F)c1C	-14	15	-1	97	14	-5	96	1	-3
CC(=O)c1ccc2c(c1)C1C(Cl)C(Sc3ccccc3[N+](=O)[O-])CC1C(c1ccccc1)N2 (stereo unspecified)	-12	28	-5	95	-1	19	90	5	17
COC(=O)C1=CO[C@@H](C)[C@H]2CN3CC[C@]4(C(=O)Nc5ccccc54)[C@@H]3C[C@H]12	.	.	-4	95	1	.	-8.0*	5	.
O=S(=O)(c1ccc(O)cc1)c1ccc(O)cc1	-4	28	9	108	1	14	106	0	-4
Cc1ccc2[nH]c(=S)n(-c3cccnc3)c(=O)c2c1	4	.	-1	97	5	-2	97	.	-10
COC(=O)c1c(C)n(Cc2ccccc2)c2ccc(O)cc12	-8	-8	-3	96	-1	-15	88	3	24
CP(C)(=O)CCC(=O)O	-17	9	1	98	6	-1	101	0	-3
Cc1ccc(Cl)cc1N1CCN(CCN)CC1	5	5	40*	108	-1	-10	139*	4	4
CCOC(=O)c1c(N)n(CCN2CCOCC2)c2nc3ccccc3nc12	-10	9	7	108	3	13	110	-3	2
CN(C)P(=O)(CCl)Nc1ccccc1 (stereo unspecified)	11	13	15	107	2	-12	115	-2	-1
Nc1c2c(nc3sc4c(c13)CCCC4)CCCCC2	-9	54*	8	106	1	0	114	3	-1
CCCCn1c(O)c(C(CC)=NCCCN(C)C)c(=O)[nH]c1=O	-14	11	0	101	9	10	103	3	1
NCCc1ccc(O)cc1	-7	12	6	112	6	-3	115	5	3
CC(C(=O)c1c[nH]c2ccccc12)N1CCOCC1 (stereo unspecified)	0	.	-8	99	1	4	98	5	-17
Cc1ccc(C)c(NC(=O)CSc2nnc([C@@H](N)Cc3c[nH]c4ccccc34)o2)c1	-9	22	-2	107	4	27	104	6	.
Cc1cc(C)c(-n2c(O)c(/C=N/N3CCCCC3c3cccnc3)c(=O)[nH]c2=O)c(C)c1 (stereo unspecified)	-15	23	4	94	3	6	91	-7	-5
CC(C)=CCC12CN3CCN(CC(C3)C1=O)C2	2	18	3	104	6	6	106	1	7
COC(=O)CC(NC(=S)N1CC2C[C@@H](C1)Cn1c2cccc1=O)C(=O)OC (stereo partly specified)	-4	3	6	104	2	16	107	0	-7
Cc1ccc(NC(=O)CCNC(=O)N2C[C@H]3C[C@@H](C2)c2cccc(=O)n2C3)c(C)c1	-11	16	-1	98	-6	14	99	-3	-7
CCC1=C(C)C(N2CCOCC2)=NP(N2CCOCC2)(N2CCOCC2)=N1	-2	14	7	114	-2	-3	104	-2	1
CC1=NN(c2ccccc2)C(=O)C1/C=C1\C(=O)NC(=O)N(c2ccc(C)c(C)c2)C1=O (stereo unspecified)	-5	34	.	.	3	-5	.	-3	-2
CC1CN(c2ccc([N+](=O)[O-])c3cccnc23)CC(C)N1 (stereo unspecified)	-17	-3	9	96	0	16	98	-1	4
Cc1ccnc(-n2c(C)nc3ccccc3c2=O)c1	5	11	5	110	5	22	109	2	-4
Additional records follow:
SMILES	pCIP destab	NALP1 inh	MEKK2 mut-MEK5	MEKK3 PB1 HTS	IDE inh	UBC9 SUMO inh	MEKK2wt PB1 HTS	IDE act	PfM18AAP inh
CN1C(=O)C(=Cc2ccccc2Oc2ccc(Cl)cc2)C(=O)N(C)C1=O	-4	30	-8	104	4	-2	91	-1	4
CCN(CCNc1ccc([N+](=O)[O-])c2cccnc12)S(=O)(=O)c1ccccc1	-9	16	9	109	-10	15	128	1	2
COc1ccc(N2C(=O)NC(=O)/C(=C\c3ccccc3[N+](=O)[O-])C2=O)cc1	2	5	-8	99	3	-4	93	2	11
CCOc1ccccc1-n1c(O)c(C=Nc2ccc(N(CC)CC)cc2)c(=O)[nH]c1=O	-24	11	8	101	-9	28	99	-1	20
CC(=NCc1ccco1)c1c(O)n(-c2ccc(C)cc2)c(=O)[nH]c1=O	-5	8	3	109	1	12	107	5	2
N#Cc1cc(F)c(N2CCNCC2)cc1Cl	44	-4	1	101	-1	-2	104	5	-7
c1ccc(Cn2ccnc2)cc1	-1	22	2	90	-3	-8	97	4	1
O=C1NC(=O)N(Cc2ccc(F)cc2)C(=O)/C1=C\C=C\c1ccco1	-68	.	7	106	19*	26	104	-18	18
N[C@@H](Cc1cc(Br)c(O)c(Br)c1)C(=O)O	-4	15	-5	87	1	21	92	.	14
Cc1ccc(N2C(=O)NC(=O)C(CCc3ccncc3)(Cc3cccc(Cl)c3Cl)C2=O)cc1 (stereo unspecified)	-13	24	0	138*	0	-5	103	3	4
COc1ccc(NC(=O)CN2CC=C(c3ccccc3)CC2)cc1S(=O)(=O)N1CCOCC1	-6	7	-1	93	10	15	90	-3	0
O=C(COC(=O)Cc1ccccc1)Nc1ccc(Cl)cn1	8	16	1	102	3	3	100	-4	0
CCNC(=O)NNC(=O)C1CC(c2cccnc2)=NO1 (stereo unspecified)	9	14	2	101	-4	-9	100	0	5

An excerpt, so the mix of outcomes need not match the whole.
